Screening data from PubChem.
FEN1 inhibitor: inhibitors of human flap endonuclease 1; Recombinant FEN1 flap cleavage, fluorescence, 15 min; Potency, µM (highest dose often 114 µM), for inactives: top-dose activity change, negative = inhibition, hits mostly inhibitors; 390,000 tested, 0.35% active; further: nearly all actives have a fitted effect of over 65% in size
Target sequence (P39748 whole entry, looked up): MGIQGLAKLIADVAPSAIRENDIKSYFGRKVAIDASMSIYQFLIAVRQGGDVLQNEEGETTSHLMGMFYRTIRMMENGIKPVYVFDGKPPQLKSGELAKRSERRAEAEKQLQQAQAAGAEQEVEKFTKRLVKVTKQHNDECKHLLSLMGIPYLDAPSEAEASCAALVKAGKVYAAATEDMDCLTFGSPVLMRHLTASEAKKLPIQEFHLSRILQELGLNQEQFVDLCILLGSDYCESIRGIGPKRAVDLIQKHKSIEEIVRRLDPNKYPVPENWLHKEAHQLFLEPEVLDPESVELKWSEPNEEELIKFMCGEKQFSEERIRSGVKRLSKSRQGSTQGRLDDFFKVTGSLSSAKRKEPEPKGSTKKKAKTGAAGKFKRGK
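Concentration–response screening of FEN1 (10 nM): 15 min compound preincubation at room temperature, reaction started with 50 nM substrate and read at 0 and 15 min. Corrected, normalized data were fitted by a four-parameter Hill equation.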
GCN5L2 inh: GCN5L2 (KAT2A) acetyltransferase inhibition; Q92830; Potency, µM (highest dose often 58.9 µM), without a hit: at the top dose activity change, negative = inhibition, hits mostly inhibitors; 390,000 tested, 0.21% active; GCN5L2 HAT assay, ThioGlo1 CoA-SH fluorescence; AID 504327
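qHTS, 1536-well. 20nM enzyme, pH 7.5 HEPES/EDTA/Tween-20 buffer; 15 min compound preinc., RT. Start: 75uM H3(1-25), 70uM AcCoA, 50uM ThioGlo1. Read Ex340/Em540 at t=0 (autofluorescence flag) and t=20 min.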
DT40 TDP1 CPT: DT40-hTDP1 cell growth loss with CPT; 420,000 tested, 12% active; Potency, µM (highest dose often 46.2 µM), for the others: at the highest dose activity change, negative = growth inhibition, actives largely listed as inhibitors; chicken DT40 Tdp1-/-;hTDP1 cells + 20 nM CPT, ATP luminescence, 48 h; AID 686979; further: nearly all actives have a fitted effect of over 55% in size
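Cell growth measured by CellTiter-Glo luminescence after a minimum 48 h, 37 C compound exposure with 20 nM CPT in Tdp1-knockout DT40 cells stably expressing hTDP1, seeded 400/well; qHTS titration format.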
Numbers without * were called inactive; ? = inconclusive; . = not tested or not shown; & = joins results of further samples; [ ] = dose if it differs, or a comment. The call rests on the fitted dose curve; in most records, active means well fitted curve in the direction sought with a large enough effect; inconclusive means small, poorly fitted or top-dose-only effect, or another doubt; inactive means no such curve, though single readings can be large; an effect the other way counts as inactive or inconclusive. On the % scale 0 is the no-effect control and ±100 the full control effect; potency means the concentration at half of the fitted maximal effect. A portion of the library, so the mix of outcomes need not match the whole.

structure | FEN1 inhibitor | GCN5L2 inh | DT40 TDP1 CPT
COc1cccc(C(=O)C2CCCN(Cc3ccccn3)C2)c1 (centres undefined) | -2% | -18% | -1%
O=C(CN1CCOCC1)c1ccc2ccccc2c1 | -5% | . | -1%
COc1ccc(NC(=O)CCc2nc(C3=CCN(Cc4cccc(Cl)c4)CC3)no2)c(OC)c1 | -4% | -8% | 5.8µM*
CCCCOC(=O)C1=C(N)OC2=C(C(=O)CC(C)(C)C2)[C@]12C(=O)N(C)c1ccccc12 | 0% | -18% | -27%
Cc1ccc2c(Cl)cc(Cl)c(OCC(=O)N(C(C)C)C(C)C)c2n1 | -2% | -6% | 16µM*
COc1ccc(C(=O)CCNc2ccc(F)cc2)cc1 | -3% | 31%[activator] | ?
Cc1ccc(N2C(=O)NC(=O)C3(Cc4ccccc4N4CCCC43)C2=O)cc1 (centres undefined) | 2% | -6% | -25%
O=c1cccc2n1CC1CNC[C@H]2C1 | 4% | -1% | -5%&-5%&-30%
Cc1ccccc1NC(=NCCCN1CC1)Nc1ccccc1C | -2% | . | 2.1µM*
O=C(Cc1ccccc1)N1CCN(CCCc2ccccc2)CC1 | -5% | 3% | ?
C(CCc1nn[nH]n1)CCc1nn[nH]n1 | -10% | -7% | 1%
COc1ccc(NC(=S)NC(NC(=O)CF)C(Cl)(Cl)Cl)cc1[N+](=O)[O-] (centres undefined) | -10% | -8% | 4%
O=C(COc1ccccc1Cl)N1CCN(CCc2ccccn2)CC1 | 32% | -9% | -1%
CN(C)P(=O)(CCl)Nc1ccccc1 (centres undefined) | 3% | -3% | 0%
COCCNC(=O)c1ccc(N2CC3CC(C2)c2cccc(=O)n2C3)c([N+](=O)[O-])c1 (centres undefined) | 9% | -9% | -8%
COc1ccccc1NC(=O)c1cn(CCC#N)nc1-c1ccc(F)cc1 | -2% | -4% | -19%
O=C(Oc1c(Cl)cc(Cl)c2ccccc12)N1CCCCC1 | -3% | -12% | ?
CCOP(=O)(OCC)C(Nc1cccc([N+](=O)[O-])c1)c1ccc(OC)cc1 (centres undefined) | -7% | -4% | ?
CCOP(=O)(OCC)C1(C(=O)O)CCCC1 | 8% | ? | 3%
CC(C)Oc1cccnc1N(C)C1CCN(Cc2ccccc2)CC1 | -3% | -4% | -28%
O=C1C2CCCN2C(c2cccnc2)N1c1ccc(Cl)cc1 (centres undefined) | -3% | 1% | -8%
Cc1noc(C)c1C(=O)N1CCC2(CC1)OCCO2 | 4% | -16% | -5%
O=c1[nH]c(=S)n(CCC2=CCCCC2)c(O)c1C=NC1CCN(Cc2ccccc2)CC1 | -9% | -3% | 21µM*
COc1ccc(OC)c(CCNCc2c(C(=O)O)c(C)n(Cc3ccc(F)cc3Cl)c2C)c1 | 10% | -2% | ?

Part of the list above, reformatted.
O=C1C2CCCN2C(c2cccnc2)N1c1ccc(Cl)cc1 (centres undefined)
  FEN1 inhibitor: -3%; GCN5L2 inh: 1%; DT40 TDP1 CPT: -8%
Cc1noc(C)c1C(=O)N1CCC2(CC1)OCCO2
  FEN1 inhibitor: 4%; GCN5L2 inh: -16%; DT40 TDP1 CPT: -5%
O=c1[nH]c(=S)n(CCC2=CCCCC2)c(O)c1C=NC1CCN(Cc2ccccc2)CC1
  FEN1 inhibitor: -9%; GCN5L2 inh: -3%; DT40 TDP1 CPT: 21µM*
COc1ccc(OC)c(CCNCc2c(C(=O)O)c(C)n(Cc3ccc(F)cc3Cl)c2C)c1
  FEN1 inhibitor: 10%; GCN5L2 inh: -2%; DT40 TDP1 CPT: ?

New compounds follow
structure | FEN1 inhibitor | GCN5L2 inh | DT40 TDP1 CPT
O=C(O)c1ccc2[nH]cc(CCCCN3CC=C(c4ccccc4)CC3)c2c1 | . | -23% | 10%
O=C(c1ccncc1)N1CCC2(CC1)CN(Cc1ccccc1)C2 | . | -14% | -12%
O=C(Nc1ccc(Br)cc1C(=O)c1ccccc1Cl)c1ccccc1F | 6% | -3% | 8%
CCCCn1c(N)c(C(=O)NCCN2CCOCC2)c2nc3ccccc3nc21 | -10% | -16% | 15µM*
O=C1Nc2cc(Cl)c(Cl)cc2N2CCNC[C@H]12 | . | -13% | -31%
N=C1c2ccccc2CN1NC(=O)c1ccc(Cl)cc1 | -8% | -6% | -18%
Cc1cc(N2C(=O)C3CCCN3C2c2ccccc2)no1 (centres undefined) | 8% | -3% | 1%
COc1ccc(Nc2nc(N3CCN(C)CC3)nc3ccccc23)c(OC)c1 | ? | -5% | ?
Cc1ccccc1-c1ccc2n1Cc1cnnn1-c1ccccc1-2 | -15% | . | ?
COc1ccc(Cl)cc1C(=O)C1CCCN(Cc2cnc(C)s2)C1 (centres undefined) | -5% | -1% | -26%
C=Cn1ccnc1P(=S)(c1cc(N(CC)CC)ns1)c1nccn1C=C | 1% | -2% | -23%
Cc1ccc(C)c(NC(=O)CSc2nnc([C@@H](N)Cc3c[nH]c4ccccc34)o2)c1 | -11% | -2% | -12%
CCCC[N+]12C3C[C@H](C4[C@H](O)[C@]5(C[C@@H]41)c1ccccc1N(C)[C@@H]35)[C@H](CC)[C@H]2O (some centres undefined) | -3% | -8% | ?
CCN1C[C@]2(CO)CC[C@H](OC)[C@@]34C2[C@H](OC)[C@@](O)(C13)[C@@]1(O)C[C@H](OC)[C@H]2C[C@@H]4[C@@H]1[C@H]2OC | -4% | -17% | 25%
COC(=O)C1=C(c2ccc(-c3ccccc3)c(F)c2)C[C@@H]2CC[C@H]1N2C(=O)NCCO | -4% | -8% | ?
COC(=O)[C@]1(C)N[C@H](CN(C)S(=O)(=O)c2ccc(-c3ccccc3)cc2)[C@@H]2C(=O)N(Cc3ccccc3)C(=O)[C@@H]21 | -24% | -3% | ?
COc1cc(C2c3cc4c(c(O)c3CC3COC(=O)C32)OCO4)cc(OC)c1O (centres undefined) | ? | . | 0.071µM*
CC1=NN(c2ccccc2)C(=O)/C1=C/c1c(O)[nH]c(=O)[nH]c1=O | 3% | -4% | -17%
CCCOC(=O)Nc1ccc([As](=O)(O)O)cc1NC(=O)OCCC | 15% | 3% | 25%
COc1ccc(-n2c(SC)nc3ccccc3c2=O)cc1 | 3% | -1% | 15µM*
CC(C)Sc1nnc([C@@H](N)Cc2c[nH]c3ccccc23)o1 | 2% | -5% | -8%
CC(C)CCOP(N)(=O)Oc1ccccc1 (centres undefined) | 5% | 9% | -3%
O=c1[nH]c(=O)n(-c2ccccc2F)c(O)c1/C=C1\C=Nc2ccccc21 | ? | 24% | 16µM*
COc1ccc(N=C(C)c2c(O)[nH]c(=O)[nH]c2=O)cc1 | 2% | 0% | -5%
CC(C)NC(=O)N1CCC2(CC1)CCN(C(=O)Oc1ccccc1)CC2 | . | -3% | -8%
CC(=NCc1ccc2c(c1)OCO2)c1c(O)[nH]c(=O)[nH]c1=O | 10% | -12% | ?
COC(=O)C1=C(c2cccc(OC)c2OC)C[C@@H]2CC[C@H]1N2C(=O)NC1CCCCC1 | -4% | . | -23%
O=C(CNC(=O)c1cccs1)NCC(=O)OCC(=O)c1ccc([N+](=O)[O-])cc1 | -3% | -10% | 18µM*
COc1ccc(-n2ncc(C(=O)N3CCN(c4cc(C)ccc4C)CC3)c2C2CCN(C(=O)OC(C)(C)C)CC2)cc1 | -1% | 28% | 21µM*
Cc1ccc(-n2nc(C)c3c2NC(=O)CSC3c2ccc(O)cc2)cc1Cl (centres undefined) | -5% | -12% | -26%
O=c1c2ccccc2nc(-c2ccco2)n1-c1ccccn1 | 1% | -2% | -7%
O=P(OC1CCCCC1)(OC1CCCCC1)C(O)c1c(Cl)cccc1Cl (centres undefined) | -15% | -14% | ?
CCOC(=O)C1(CCc2ccccc2)CCN(Cc2ccc3c(c2)OCCO3)CC1 | -16% | -5% | ?
CN1CC=C(/C=C/c2ccc(-c3ccccc3)cc2)CC1 | -5% | -1% | 15µM*
CCOC(=O)c1c(C)n(Cc2ccc(F)cc2)c2ccc(O)cc12 | ? | -10% | ?
CCCCOC(=O)c1ccc(NC(=O)c2c(O)[nH]c(=O)[nH]c2=O)cc1 | -3% | . | 21%
COc1ccc(CNCCc2c[nH]c3ccccc23)cc1OC | 3% | -1% | ?
Cc1nc2c(-c3ccc(F)cc3)c(C)nn2c(C)c1CCC(=O)N1CCC2(CC1)OCCO2 | -10% | ? | 1%
CN(C(=O)Cc1ccc(Cl)c(Cl)c1)C(CN1CCCC1)c1cccc(OCC(=O)O)c1 (centres undefined) | 13% | -6%&2% | -21%&16%
N#Cc1ccc(NC(=O)CN2CCN(C(=O)c3cccs3)CC2)cc1Cl | 0% | -1% | ?
O=C(Cc1c[nH]c2ccccc12)NNCc1ccc(N(CCCl)CCCl)cc1 | -2% | . | 0.52µM*
COc1cc(/C=N/Nc2ccc(S(N)(=O)=O)cc2)cc(OC)c1OC | -20% | -1% | ?
Cc1c(O)ccc(C(=O)CN2CC(C)OC(C)C2)c1O (centres undefined) | -2% | -7% | -4%
Cc1ccc2oc(=O)c(-c3nc4ccc(C)cc4[nH]3)cc2c1 | 0% | 3% | ?
Clc1ccccc1Cl | . | -19% | -10%
CCC(C)C1NC(=O)C(C(C)=O)=C1O (centres undefined) | 1% | -15% | 16µM*
Cc1nn(-c2ccccc2)c2c1C(c1ccc(F)cc1F)C(C#N)=C(N)O2 (centres undefined) | 3% | 1% | ?
O=C1NCCOC(=O)[C@H](Cc2ccc(F)cc2)CC/C=C/C[C@@H]1CC(=O)N(CCO)Cc1ccccc1 | -19% | 3% | 16µM*
Cc1ccc(NC(=O)CN(C)CC(=O)Nc2cccc(F)c2)cc1[N+](=O)[O-] | 10% | 4% | 1.8µM*
COc1ccccc1CNCC(=O)Nc1cc(S(=O)(=O)N2CCCCC2)ccc1C | -7% | -4% | ?
COc1cccc2c1N=C1CCCC3CN(C(C)=O)CCC123 (centres undefined) | 14% | . | -7%
Nc1c(C(=O)OCc2ccccc2)c2nc3ccccc3nc2n1Cc1cccs1 | -1% | -13% | ?
CCc1ccc(NC(=O)CCNC(=O)N2C[C@H]3C[C@@H](C2)c2cccc(=O)n2C3)cc1 | 24% | -3% | -15%
CCOC(=O)c1c(-c2ccc(OC)cc2)oc2ccc(OC(=O)N(C)C)cc12 | -12% | -23% | ?
O=C1NC(=O)C(=O)C(=O)N1 | . | -13% | ?
CCC(CC)NCc1c[nH]c2ccccc12 | 2% | 2% | 4.1µM*

(next part)
structure | FEN1 inhibitor | GCN5L2 inh | DT40 TDP1 CPT
Cc1cccc(OP(=O)(Oc2ccccc2)OC(c2ccccc2)C(F)(F)F)c1 (centres undefined) | -27% | -13% | -22%
CC1(C)C(C(=O)N2CCN(c3ccc(Cl)cc3)CC2)C1(C)C | -2% | 5% | ?
C[C@]12CC[C@H](O)C[C@H]1CC[C@@H]1[C@@H]2C[C@@H](O)[C@]2(C)[C@@H](C3=CC(=O)OC3)CC[C@]12O | -3% | -12% | -13%
CC(=NCc1ccco1)c1c(O)n(-c2ccc(C)cc2)c(=O)[nH]c1=O | -9% | -5% | -7%
CN1CCc2cc3c(c4c2C1Cc1ccccc1-4)OCO3 (centres undefined) | ? | -3% | -4%
O=C(COC(=O)Cc1ccccc1)NC12CC3CC(CC(C3)C1)C2 | -11% | -10% | -9%
Cn1c(=O)n(C)c2cc([N+](=O)[O-])c(N3CCNCC3)cc21 | 20% | -1% | -13%
O=C(/C=C/c1ccc(Br)cc1)NC(=S)N1C[C@H]2C[C@H](C1)c1cccc(=O)n1C2 | -3% | -10% | 12%
NP(=O)(OCCCc1ccccc1)Oc1ccc(Cl)cc1 (centres undefined) | 8% | -7% | -26%
CCC1(CC)C(=O)N(C)C(=O)NC1=NC | 0% | -6% | 10%
Cc1cc2oc(=O)cc(-c3ccccc3)c2c(C)c1-c1ccc(CO)cc1 | -24% | -14% | 18µM*
Cc1ccc(N=C(N(C)C)P(=O)(N(C)C)N(C)C)cc1 | 12% | -11% | -4%
O=c1[nH]c(=O)n(Cc2ccc(F)cc2)c(O)c1/C=N/Nc1ccccc1 | -3% | -16% | 18%
COC(=O)C1=C(c2cccc(OCc3ccccc3)c2)C[C@@H]2CC[C@H]1N2C(=O)NCc1cc(C)oc1C(F)(F)F | -24% | -3% | 23µM*
Cc1ccc(-n2nc3c(N4CCC(C(=O)NCc5ccccc5Cl)CC4)nnc(C)c3c2C)cc1 | 16% | 0% | 15µM*
O=C(c1cccc2ccccc12)C1CCCN(Cc2ccon2)C1 (centres undefined) | 4% | -3% | ?
CCc1nnc(NC(=O)CCc2nc(C3=CCN(C)CC3)no2)s1 | -4% | -2% | -9%
COc1ccc(C(=O)C(C)(C)NO)cc1 | 0% | -8% | ?
O=C1NC(=O)C(=Cc2ccc(-c3ccc(Cl)cc3)o2)C(=O)N1 | 18µM* | -7% | 5.8µM*
